K1F lysis inhibition = inhibition of K1F phage lysis, E. coli UTI89, bacterial capsule biogenesis inhibitors, alamar blue (AID 488966); inhibition, % at 100 µM; hits with a dose series show IC50 in µM; 340,000 tested, 0.02% active; E. coli UTI89 K1F phage lysis, alamar blue, 2 h; higher % means a stronger effect;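 active = phage lysis inhibition, versus mean bacterial control, above a set limit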;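 note: capsule biogenesis inhibitors block K1F phage lysis so surviving cells raise fluorescence; higher fluorescence means more inhibition of phage lysis; actives were called in the ten point dose series up to 300 µM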
* marks the source's active call; other numbers are inactive results; [ ] = another dose, or the depositor's remark. These rows are one share of the data (hit frequency here may not be typical).

SMILES	K1F lysis inhibition
CC(CNC(=O)CN1C(=O)NC2(CCOc3ccccc32)C1=O)c1ccccc1 (stereo not given)	0.8%[50 µM]
Cc1ccc(-c2cc(C(=O)OCC(=O)N(C)c3c(N)n(Cc4ccccc4)c(=O)[nH]c3=O)c3ccccc3n2)o1	0.2%[50 µM]
Cc1ccc(NC(=O)c2ccc3c(c2)OCO3)cc1S(=O)(=O)N1CCOCC1	0.3%[50 µM]
CC(C)(CNCc1ccccc1)NS(=O)(=O)c1ccccc1	0.4%[50 µM]
COc1ccc(CNC(=O)COC(=O)c2nc3nc(C)cc(C)n3n2)cc1	0.6%[50 µM]
Cc1ccc(S(=O)(=O)N2CCC(C(=O)NCc3ccccc3CN3CCCC3)CC2)cc1C	0.7%[50 µM]
O=C(O)c1cc(NS(=O)(=O)c2cccs2)cc(NS(=O)(=O)c2cccs2)c1	0.5%[50 µM]
Cc1nn(C)c(C)c1NC(=O)COc1ccc(F)cc1Br	-1.1%
CC1CCN(c2ccc(-c3cccc(NC(=O)c4ccco4)c3)nn2)CC1	-0.3%[50 µM]
O=C(Cc1ccc(NC(=O)C2CCCN(C(=O)CCc3ccccc3)C2)cc1)Nc1cccc(C(=O)N2CCCC2)c1 (stereo not given)	-0.1%
COCC(C)n1c(C)cc(C(=O)COC(=O)c2nn(C)c(=O)c3ccccc23)c1C (stereo not given)	2.4%
CC(=O)N1CCN(CC(=O)Nc2cc(S(=O)(=O)N3CCCCC3)ccc2C)CC1	0.8%[50 µM]
Cc1noc(C)c1NC(=O)Nc1cccc2c1O[C@@H](CN(C)C)[C@@H](C)CN([C@H](C)CO)C2=O	-0.2%
CCN1C[C@@H]2[C@@H]3C(=O)N(Cc4ccccc4)C(=O)[C@@H]3[C@](C)(C1=O)N2C(=O)c1ccc(Cl)cc1	0.8%
Cc1nc2[nH]c(=O)n(O)c(=O)c2s1	-0.3%
CCOc1ccc(C(=O)NNC(=O)CN2C(=O)NC3(CCCC3)C2=O)cc1	0.7%[50 µM]
Cc1ccc(S(=O)(=O)Nc2cccc(-c3ccc4nncn4n3)c2)cc1	0.3%[50 µM]
Cc1ccc(NC(=S)NNc2ccc(C(=O)O)cc2[N+](=O)[O-])cc1C	0.3%
O=C1CCCCC1Sc1ccc(Cl)cc1[N+](=O)[O-] (stereo not given)	-0.1%
Cc1csc(NC(=O)CCCNC(=O)c2ccc(Cl)cc2)n1	0.6%[50 µM]
Cc1n[nH]c(=O)c2c(NC(=O)COC(=O)c3cc(F)cc(F)c3)oc(C)c12	0.7%[50 µM]
Cc1ccc(Cn2c(C(C)Nc3nc(-c4ccc(F)cc4)cs3)nc3cc(C(F)(F)F)ccc32)cc1 (stereo not given)	1.7%
CN(C)CCC1(C2=CCCC2)CC/C(=C/c2ccc(Cl)cc2)C1=O (stereo not given)	4.2%
CCc1noc(C)c1C(=O)Oc1ccc(N(C)S(=O)(=O)c2ccccc2)cc1	0.7%[50 µM]
O=C(CSc1n[nH]c(-c2cccs2)n1)N1CCCCC1	1.2%[50 µM]
CCN(CC)CCOC(=O)C(Cc1ccco1)Cc1cccc2ccccc12 (stereo not given)	0.8%
O=C(CNC(=O)c1ccc(Br)o1)Nc1ccc(F)c(S(=O)(=O)N2CCOCC2)c1	0.7%[50 µM]
CC[C@]12c3[nH]c4cc(-c5ccco5)ccc4c3CCN1C(=O)[C@@H](CC(=O)NCCCOC)C[C@@H]2C(=O)N1CCN(C(=O)c2ccco2)CC1	-0.1%
CCCCC(=O)OC1CCC2C3CCc4cc(O)ccc4C3CCC12C (stereo not given)	4.4%
Cc1ccc(S(=O)(=O)N2CCC(C(=O)N3CCc4ccccc43)CC2)cc1C	0.9%[50 µM]
Cc1noc(C)c1NC(=O)N(C)C[C@@H]1Oc2ccc(NC(=O)Cc3cn(C)c4ccccc34)cc2CC(=O)N([C@H](C)CO)C[C@@H]1C	0.6%
COc1ccccc1CC(O)CC1c2c(cc3c(c2OC)OCO3)CCN1C (stereo not given)	0.3%
CCc1ccccc1S(=O)(=O)Cc1ccc(C(=O)NC(C)C)o1	1.8%
Cc1cc(C)n2nc(C(=O)OCC(=O)N(CCC#N)c3ccc(F)cc3)nc2n1	-0.3%[50 µM]
CC(C)N1CC(COc2ccccc2Cl)OC1=O (stereo not given)	-0.1%
COc1ccc(-c2c(-c3cc(OC)cc(OC)c3)n(C)c3ccc(-c4cccc5[nH]ccc45)cc23)cc1	1.6%
CC(C)N(C(=O)[C@H]1C[C@H](CC(=O)NCCCn2ccnc2)C(=O)N2CCc3c([nH]c4cc(-c5ccco5)ccc34)[C@]12C)C(C)C	0.3%
Cc1ccc(NC(=O)Nc2nc3ccc(S(C)(=O)=O)cc3s2)cc1	1.0%[50 µM]
CCn1c(=NC(=O)CS(=O)(=O)c2ccc(C)cc2)sc2cccc(OC)c21	0.1%[50 µM]
CCOc1ccc(C(C)=O)cc1COC(=O)c1cc([N+](=O)[O-])ccc1N1CCOCC1	-0.2%[50 µM]
Cc1ccc(N2CC(C(=O)N3CCN(c4ccccn4)CC3)CC2=O)cc1 (stereo not given)	1.5%
Cc1ccc(S(=O)(=O)NCCC(=O)NNC(=O)COc2ccccc2Cl)cc1C	0.4%[50 µM]
COCCN(Cc1ccccc1)C(=O)c1cccc(S(=O)(=O)N2CCN(c3ccc(F)cc3)CC2)c1	-0.2%[50 µM]
O=Cc1c(Cl)cccc1Cl	1.5%
CCC(C)C1/C=C\CC(NC(=O)OCC2c3ccccc3-c3ccccc32)CC(=O)N1Cc1ccccc1 (stereo not given)	-0.1%
Cc1ccc(C2CN(CCC(N)=O)C(=O)CO2)cc1 (stereo not given)	-1.0%
CN1OC[C@@H]2CN(C(=O)CCc3ccccc3)[C@H](c3cccc(N4CCOCC4)c3)C[C@@H]21	0.2%
COc1ccc(-c2cccc(NS(=O)(=O)c3cc([N+](=O)[O-])ccc3Cl)c2)nn1	-0.9%[50 µM]
CC(C)CN(C(=O)C1CC1)c1c(N)n(Cc2ccccc2)c(=O)[nH]c1=O	1.1%[50 µM]
O=C(Cc1c(Cl)cccc1Cl)N1CCN(S(=O)(=O)c2cccs2)CC1	0.8%[50 µM]
Further structures.
SMILES	K1F lysis inhibition
CCN(C(=O)COC(=O)c1ccc2ccccc2n1)c1c(N)n(Cc2ccccc2)c(=O)[nH]c1=O	0.3%[50 µM]
CC(Sc1nnnn1C)C(=O)NC1CCCC1 (stereo not given)	1.4%
O=C(NCCCCc1ccccc1)c1cccc(NC(=O)c2ccccc2)c1	1.1%
COc1ccc(C(C)=O)cc1COC(=O)CNC(=O)C1CCCCC1	-3.0%
O=C(CCc1c[nH]c2ccccc12)N1CCN(S(=O)(=O)c2ccc(F)cc2)CC1	0.7%[50 µM]
Cc1cccc(C)c1NC(=O)CNC(=O)Cn1nc(C)c(C)c(C#N)c1=O	1.8%[50 µM]
O=c1c2ccccc2nc(-c2ccc(Cl)cc2)n1C1CCS(=O)(=O)C1 (stereo not given)	0.7%
Cc1c(NC(=O)COC(=O)c2ccc(Cl)nc2)c(=O)n(-c2ccccc2)n1C	-0.3%
CCN(CC)CCNc1oc(-c2ccccc2)nc1S(=O)(=O)c1ccccc1	0.9%[50 µM]
O=C(COC(=O)Cc1c(F)cccc1Cl)NC(=O)Nc1ccccc1F	0.7%[50 µM]
COc1ccc(NS(=O)(=O)c2cc(NC(=O)CCc3ccccc3)ccc2N2CCOCC2)cc1	-0.2%[50 µM]
COc1ccccc1CN(C)C(=O)c1cccc(S(=O)(=O)N2CCc3ccccc3C2)c1	0.0%[50 µM]
O=C(CCC(C(=O)O)N1C(=O)c2ccccc2C1=O)Nc1ccccc1 (stereo not given)	0.0%
CN(C)C(CNC(=O)C1CCN(S(=O)(=O)c2ccccc2C(F)(F)F)CC1)Cc1ccccc1 (stereo not given)	1.4%[50 µM]
CN1CC(COCc2ccccc2)Oc2ccccc2S1(=O)=O (stereo not given)	0.2%
Cc1cccc(OC(C)C(=O)Nc2ccc3c(c2)OCCO3)c1 (stereo not given)	-0.2%
CN(C)CCn1c(=O)n(C2CCCCC2)c(=O)c2c3c(sc21)CCCCC3	1.2%
CC(=O)Nc1cccc(C(=O)OCC(=O)NNC(=O)c2cccs2)c1	4.1%[50 µM]
CC12CCC(=O)N1C(C(=O)NNC(=O)c1ccccc1Cl)CS2 (stereo not given)	2.9%
CC(=O)Nc1ccc(C(=O)CN2C(=O)NC3(CCCc4ccccc43)C2=O)c(F)c1 (stereo not given)	0.1%
CC(NC(=O)c1ccccc1Cl)C(=O)NCc1cccs1 (stereo not given)	0.5%[50 µM]
CSc1ccccc1NC(=O)CN(C)C(=O)c1ccc(-n2cccn2)cc1	1.6%[50 µM]
O=C1CN(C(=O)COC(=O)[C@@H]2CCCN2S(=O)(=O)c2ccc(Cl)cc2)c2ccccc2N1	-2.4%
C[C@@H]1C(=O)N(c2ccccc2)[C@@H]1c1ccncc1	-0.1%
Cc1ccc2c(CN3CCN(S(=O)(=O)c4ccc(Cl)cc4)CC3)cc(=O)oc2c1C	0.0%[50 µM]
c1ccc(N2CC3COc4ccccc4C3=N2)cc1 (stereo not given)	0.2%
CCCCCCSc1cccc(-c2nc3ccc(C)cn3c2NC2CCCCC2)c1	-2.3%
CCC(C)N1CCC2(CC1)N=c1c(c3c4c5c(C)c(O)c3c(O)c1=NC(=O)C(C)=CC=C[C@H](C)[C@H](O)[C@@H](C)[C@@H](O)[C@@H](C)[C@H](OC(C)=O)[C@H](C)[C@@H](OC)C=CO[C@@](C)(O5)C4=O)N2 (stereo not given in full)	-15%
O=C(C1CCC1)N1CCN(S(=O)(=O)c2ccc([N+](=O)[O-])cc2)CC1	0.0%[50 µM]
CC1CCCCC1NC(=O)COC(=O)c1ccc2c(c1)NC(=O)CS2 (stereo not given)	0.5%[50 µM]
Cn1c(CC(=O)NNC(=O)c2ccccc2F)nc2ccccc21	0.3%[50 µM]
O=C1c2ccccc2[C@@H]2C[C@@H](O)[C@H](Nc3cccc4ccccc34)CCN12	0.1%
Cc1cc(C)cc(N(CCC#N)C(=O)COC(=O)C2=COCCO2)c1	1.2%[50 µM]
COc1ccc(C(=O)NCC(=O)OCC(=O)NC2CCCCCC2)cc1OC	1.0%[50 µM]
S=c1[nH]nc2sc3ccccc3n12	0.4%
COc1ccc(NC(=O)CCCOc2ccc(Cl)c(C)c2)cc1S(=O)(=O)N1CCOCC1	4.8%
O=C(NNC(=O)c1cccs1)c1ccc(Cl)nc1	4.2%[50 µM]
CC(=O)Nc1ccc(S(=O)(=O)N(C)c2ccc(OCC(=O)NCCc3ccccc3F)cc2)cc1	0.8%[50 µM]
Cc1ccc(SCCC(=O)OC(C)C(=O)Nc2ccccc2)cc1 (stereo not given)	-0.2%[50 µM]
CCC(CO)Oc1cc(NC(=O)c2ccccc2N)c2ncn(C(C)C)c2c1 (stereo not given)	1.4%

Retrieved one by one from the entries so far, five records:
SMILES	K1F lysis inhibition
Cc1ccc(SCCC(=O)OC(C)C(=O)Nc2ccccc2)cc1 (stereo not given)	-0.2%[50 µM]
S=c1[nH]nc2sc3ccccc3n12	0.4%
Cn1c(CC(=O)NNC(=O)c2ccccc2F)nc2ccccc21	0.3%[50 µM]
CCC(CO)Oc1cc(NC(=O)c2ccccc2N)c2ncn(C(C)C)c2c1 (stereo not given)	1.4%
O=C1c2ccccc2[C@@H]2C[C@@H](O)[C@H](Nc3cccc4ccccc34)CCN12	0.1%

(further entries)
SMILES	K1F lysis inhibition
O=S1(=O)CSCS(=O)(=O)C1	2.8%
CC1(C)C(=O)Nc2ccccc2N1C(=O)COC(=O)c1cccnc1Cl	0.5%[50 µM]
COCC(C)n1c(SCC(=O)NC(=O)Cc2ccccc2)nc2ccccc2c1=O (stereo not given)	1.9%[50 µM]
COc1cc(C(=O)NCC(=O)OCC(=O)Nc2nnc(-c3ccccc3)o2)cc(OC)c1OC	1.4%[50 µM]
COc1cc(C(=O)NNC(=O)CN2C(=O)NC3(CCCC3)C2=O)cc(OC)c1OC	0.4%[50 µM]
COc1cc(NC(=O)C(C)N2CCN(C(=O)C3CC3)CC2)cc(OC)c1 (stereo not given)	0.1%[50 µM]
CCN1CCN(c2ccc(NC(=O)c3ccc4c(c3)OCCO4)cc2C)CC1	1.3%[50 µM]
COCCNC(=O)c1cc(-c2ccccc2)nn1CC1CC(c2cccc([N+](=O)[O-])c2)=NO1 (stereo not given)	1.3%
Cn1cc(C(=O)OCC2CCN(CCNS(C)(=O)=O)CC2)c2ccccc21	0.1%
COc1ccccc1-n1c(SCC(=O)NC2CCS(=O)(=O)C2)nc2ccccc2c1=O (stereo not given)	0.6%[50 µM]
Cc1ccc(S(=O)(=O)CCC(=O)OCC(=O)Nc2cc(S(=O)(=O)N3CCOCC3)ccc2C)cc1	0.1%[50 µM]
Cc1ccc(C)c(NC(=O)CN(C)C(=O)c2ccc(S(=O)(=O)N(C)c3ccccc3)cc2)c1	-0.1%[50 µM]
COc1ccc(OC)c(N(CC(=O)Nc2ccccc2F)S(=O)(=O)c2ccccc2)c1	0.6%
COc1ccc(Cl)cc1NC(=O)CSc1nc(=O)n(CCN(C)C)c2c1CCCC2	1.0%[50 µM]

4 entries from above in a different format.
> Cc1cc(C)cc(N(CCC#N)C(=O)COC(=O)C2=COCCO2)c1
  K1F lysis inhibition: 1.2%[50 µM]

> COc1ccc(C(=O)NCC(=O)OCC(=O)NC2CCCCCC2)cc1OC
  K1F lysis inhibition: 1.0%[50 µM]

> S=c1[nH]nc2sc3ccccc3n12
  K1F lysis inhibition: 0.4%

> COc1ccc(NC(=O)CCCOc2ccc(Cl)c(C)c2)cc1S(=O)(=O)N1CCOCC1
  K1F lysis inhibition: 4.8%
